# From PubChem BioAssay
# TDP1 inh – inhibitors of human tyrosyl-DNA phosphodiesterase TDP1 | recombinant TDP1, AlphaScreen DNA substrate cleavage | Q9NUW8 | 0.28% of 350,000 active | AID 485290 | Potency, µM (doses to about 130 µM), without a hit: top-dose activity change, negative = inhibition, actives largely listed as inhibitors; further: nearly all actives have a fitted effect of over 40% in size
# Target sequence (Q9NUW8 whole entry, looked up): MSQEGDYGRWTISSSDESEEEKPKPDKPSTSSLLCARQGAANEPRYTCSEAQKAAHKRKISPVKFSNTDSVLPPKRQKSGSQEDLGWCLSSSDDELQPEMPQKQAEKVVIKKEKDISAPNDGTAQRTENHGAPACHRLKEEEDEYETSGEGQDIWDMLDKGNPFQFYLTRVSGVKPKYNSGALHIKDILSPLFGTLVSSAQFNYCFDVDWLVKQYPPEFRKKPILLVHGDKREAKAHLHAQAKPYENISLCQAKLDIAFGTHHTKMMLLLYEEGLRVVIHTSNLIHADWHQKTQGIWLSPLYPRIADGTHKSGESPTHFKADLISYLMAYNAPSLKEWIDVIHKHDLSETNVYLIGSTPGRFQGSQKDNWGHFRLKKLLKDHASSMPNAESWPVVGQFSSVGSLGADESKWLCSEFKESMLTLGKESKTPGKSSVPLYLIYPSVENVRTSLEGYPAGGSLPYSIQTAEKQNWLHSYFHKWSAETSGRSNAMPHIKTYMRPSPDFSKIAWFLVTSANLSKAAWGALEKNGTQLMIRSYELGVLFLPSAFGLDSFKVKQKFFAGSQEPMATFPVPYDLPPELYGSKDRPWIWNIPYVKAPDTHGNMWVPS
#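 E. coli-derived human Tdp1, 1 nM final. Cpd preinc 15 min RT; substrate 15 nM final, 5 min RT; AS bead mix 10 ug/ml final, 10 min RT. Signal loss = tyrosine-FITC cleavage. No-enzyme wells = max signal.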
# N370S GC – inhibitors or activators of N370S glucocerebrosidase for Gaucher disease | 0.092% of 330,000 active | Potency, µM (highest dose often 59.4 µM), for the others: at the top dose activity change, negative = inhibition, most hits filed as inhibitors | P04062 | N370S GC spleen homogenate, 4MU-glucoside fluorescence;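 further: 0% = full enzyme activity and -100% = no enzyme basal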
# FEN1 inh – human FEN1 inhibition; P39748; Recombinant FEN1 flap cleavage, fluorescence, 15 min; Potency, µM (top dose mostly 114 µM), for inactives: at the highest dose activity change, negative = inhibition, usual class: inhibitors; 0.35% of 390,000 active; AID 588795; further: nearly all actives have a fitted effect of over 65% in size
# Target sequence (P39748 whole entry, looked up): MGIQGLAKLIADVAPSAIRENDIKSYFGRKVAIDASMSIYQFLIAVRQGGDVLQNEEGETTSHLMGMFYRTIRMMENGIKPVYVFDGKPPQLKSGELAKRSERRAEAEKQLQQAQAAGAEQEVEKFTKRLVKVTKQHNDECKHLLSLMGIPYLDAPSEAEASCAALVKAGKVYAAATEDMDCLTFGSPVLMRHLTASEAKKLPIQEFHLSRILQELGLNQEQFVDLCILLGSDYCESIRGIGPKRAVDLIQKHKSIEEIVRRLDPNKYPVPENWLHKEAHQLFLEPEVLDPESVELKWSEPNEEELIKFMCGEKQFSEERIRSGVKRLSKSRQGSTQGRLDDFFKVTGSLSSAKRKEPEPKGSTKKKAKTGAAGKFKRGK
#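 Steps: FEN1 (10 nM) dispensed; compound added by pin tool; 15 min at room temperature; substrate added to 50 nM final; reads at 0 min and 15 min; data normalized and fitted (four-parameter Hill).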
# * = called active by the depositor; ? = inconclusive; · = not tested or not shown; & = joins results of further samples; [ ] = dose if it differs, or a comment. The call rests on the fitted dose curve; in most records, active means well fitted curve in the direction sought with a large enough effect; inconclusive means small, poorly fitted or top-dose-only effect, or another doubt; inactive means no such curve, though single readings can be large; an effect the other way counts as inactive or inconclusive. Unless noted, on the % scale 0 is the no-effect control and ±100 the full control effect; potency means the concentration at half of the fitted maximal effect.
SMILES,TDP1 inh,N370S GC,FEN1 inh
Cc1ccccc1N1CCN(S(=O)(=O)c2nnc(NC(=O)c3ccco3)s2)CC1,4.4%,-2.9%,13.9%
Cc1cccc(C(=O)n2nc(-c3cccnc3)nc2NCc2ccc(F)cc2)c1,6.1%,·,-22.3%
Cc1cccc(C)c1NC(=O)CCCCCC1NC(=O)NC1C (stereo unspecified),8.6%,4.5%,12.5%
CC1CCN(CC(O)COC2CC(C)CCC2C(C)C)CC1 (stereo unspecified),4.8%,?,18.2%
O=C(COc1ccc(S(=O)(=O)N2CCOCC2)cc1)NCCc1ccccc1,-5.6%,-9.1%,11.1%
CCc1ccc(C2CC(=O)Oc3c2c(=O)n(C)c2ccccc32)cc1 (stereo unspecified),4.5%,·,-1.3%
O=C(c1cccc([N+](=O)[O-])c1)N1CCN(c2ncccn2)CC1,·,2.8%,9.6%
CC[C@H](C)[C@H](N)C(=O)N[C@@H](CC(N)=O)C(=O)N1CCC[C@H]1C(=O)N[C@H](C(=O)N[C@@H](Cc1ccc(O)cc1)C(=O)N[C@@H](CCCN=C(N)N)C(=O)N[C@@H](CC(C)C)C(=O)N[C@@H](CCCN=C(N)N)C(=O)N[C@@H](Cc1ccc(O)cc1)C(N)=O)[C@@H](C)CC,11.5%,-4.1%,·
COCCCNc1nc2c(c(=O)n(C)c(=O)n2C)n1Cc1cccc(OC)c1,5.5%,1.8%,-14.6%
Cc1cc(C(=O)Nc2ccccn2)cs1,2.2%,-19.9%,-4.8%
O=C(N/N=C/c1ccccc1O)C1CC(=O)N(c2ccc(F)cc2)C1 (stereo unspecified),·,6.1%,-3.6%
Cc1cccc(NC(=O)CCc2ccc(C)o2)c1,4.7%,-2.6%,8.0%
CCOC(=O)c1[nH]cnc1C(=O)Nc1cccc(Cl)c1,5.4%,7.7%,-6.3%
CNC(=O)COC(=O)/C=C/c1ccco1,-2.5%,0.3%,20.5%
O=C(Nc1ccc(Cl)cc1)N1CCC(CN2CCCCCC2)CC1,-3.8%,·,-3.9%
O=C(NCCc1csc(-c2cccc(F)c2)n1)C(=O)Nc1cc(F)ccc1F,3.0%,·,-2.9%
CCOC(=O)c1nn(-c2ccccc2)c(=O)cc1OCC(=O)Nc1cc(C)ccc1C,5.0%,-11.5%,1.7%
O=C(O)Cc1sc(Nc2ccc(C(=O)O)cc2)nc1-c1ccccc1,5.8%,·,8.0%
O=C(CSc1nc(-c2ccccc2)cs1)NCCN1C(=O)CSC1=O,5.4%,-2.1%,0.1%
Cc1cc(=O)[nH]c(SCc2ccccc2)n1,·,-15.7%,14.6%
O=C(O)/C=C/C(=O)Nc1ccc(C(=O)c2ccccc2)cc1,2.8%,3.0%,-2.4%
COc1ccc(CCNC(=O)CCc2cn(Cc3ccc(C)cc3)c3ccccc23)c(OC)c1OC,2.6%,·,-12.8%
COc1cc(Cl)c(C)cc1NC(=O)CSC1=NCCS1,-7.0%,·,-14.2%
CN(C)C(=O)c1nc2ccc(Cl)cn2c1CNCc1cccc(OC(F)(F)F)c1,2.8%,?,14.1%
COc1ccc(NS(=O)(=O)c2cccc(C(=O)NC3CCC(O)CC3)c2)cc1 (stereo unspecified),2.8%[56.1 µM],1.8%,12.2%
O=C(Nc1nc2ccccc2s1)c1cc(-c2ccccc2)nn1-c1ccccc1,2.8%,-5.5%,-8.0%
Cc1nc2ccccc2c(=O)n1NC(=O)c1c(O)c2c(n(CC(C)C)c1=O)CCCC2,11.4%[56.1 µM],2.4%,0.7%
CC1C/C(=C/c2ccccn2)C(=O)/C(=C/c2ccccn2)C1 (stereo unspecified),0.0%,-7.4%,1.4%
COc1ccc(-c2nc(C(=O)NCC3CCCO3)cc3c2[nH]c2ccccc23)cc1 (stereo unspecified),·,?,?
COc1ccc(NC(=O)CNC(=O)c2cccs2)cc1Cl,6.0%,0.1%,-3.9%

# Sorted by molar mass (lowest first): 17 of the compounds above
SMILES,TDP1 inh,N370S GC,FEN1 inh
CNC(=O)COC(=O)/C=C/c1ccco1,-2.5%,0.3%,20.5%
Cc1cc(=O)[nH]c(SCc2ccccc2)n1,·,-15.7%,14.6%
CCOC(=O)c1[nH]cnc1C(=O)Nc1cccc(Cl)c1,5.4%,7.7%,-6.3%
O=C(O)/C=C/C(=O)Nc1ccc(C(=O)c2ccccc2)cc1,2.8%,3.0%,-2.4%
COc1ccc(NC(=O)CNC(=O)c2cccs2)cc1Cl,6.0%,0.1%,-3.9%
COc1cc(Cl)c(C)cc1NC(=O)CSC1=NCCS1,-7.0%,·,-14.2%
O=C(N/N=C/c1ccccc1O)C1CC(=O)N(c2ccc(F)cc2)C1 (stereo unspecified),·,6.1%,-3.6%
O=C(Nc1ccc(Cl)cc1)N1CCC(CN2CCCCCC2)CC1,-3.8%,·,-3.9%
O=C(O)Cc1sc(Nc2ccc(C(=O)O)cc2)nc1-c1ccccc1,5.8%,·,8.0%
O=C(CSc1nc(-c2ccccc2)cs1)NCCN1C(=O)CSC1=O,5.4%,-2.1%,0.1%
O=C(Nc1nc2ccccc2s1)c1cc(-c2ccccc2)nn1-c1ccccc1,2.8%,-5.5%,-8.0%
COc1ccc(NS(=O)(=O)c2cccc(C(=O)NC3CCC(O)CC3)c2)cc1 (stereo unspecified),2.8%[56.1 µM],1.8%,12.2%
O=C(NCCc1csc(-c2cccc(F)c2)n1)C(=O)Nc1cc(F)ccc1F,3.0%,·,-2.9%
CCOC(=O)c1nn(-c2ccccc2)c(=O)cc1OCC(=O)Nc1cc(C)ccc1C,5.0%,-11.5%,1.7%
Cc1nc2ccccc2c(=O)n1NC(=O)c1c(O)c2c(n(CC(C)C)c1=O)CCCC2,11.4%[56.1 µM],2.4%,0.7%
CN(C)C(=O)c1nc2ccc(Cl)cn2c1CNCc1cccc(OC(F)(F)F)c1,2.8%,?,14.1%
COc1ccc(CCNC(=O)CCc2cn(Cc3ccc(C)cc3)c3ccccc23)c(OC)c1OC,2.6%,·,-12.8%

# (next part)
SMILES,TDP1 inh,N370S GC,FEN1 inh
CCC/C(=N/NC(=O)c1cccc(Cl)c1)c1ccccc1,1.2%,4.3%,6.3%
O=c1c2ccccc2nc2n1CC/C2=C/N1CCN(c2cccc(C(F)(F)F)c2)CC1,-2.9%,-6.3%,-3.8%
c1ccc(CCN(Cc2ccccc2)C2CCN(C3CCCC3)CC2)cc1,-2.7%,5.1%,-5.3%
CC(C)OCCCNC(=O)CSc1c2c(nc3ccc(Cl)cc13)CCCC2,-2.3%,·,-11.7%
O=C(C1=C[C@H](c2ccccc2)C[C@H](OCc2ccc(CO)cc2)O1)N1CCCCCCC1,5.1%,14.4%,·
COc1ccc(S(=O)(=O)Nc2ccc(S(=O)(=O)NCC3CCCO3)cc2)cc1 (stereo unspecified),-12.4%,-0.1%,6.7%
CCN(CC)C(=O)c1[nH]cnc1C(=O)Nc1ccc(Cl)cc1,1.5%,·,-12.6%
COc1ccc(C2C=C(c3ccc(Cl)cc3)Nc3nc(NC(=O)CCC(=O)O)nn32)cc1 (stereo unspecified),0.0%,·,18.2%
CCCS(=O)(=O)N1CCN(CCCc2ccccc2)CC1,-6.2%,6.9%,-2.6%
CCCCC/C=C\C/C=C\C/C=C\CCCCCCC(=O)NCCCC(=O)O,9.3%,-6.0%,·
O=C(Nc1cc2cccc([N+](=O)[O-])c2oc1=O)c1cccs1,0.6%,-16.5%,-4.7%
CC1=Nc2cc(C(=O)NCCc3ccc(Cl)cc3)ccc2Sc2c(C)ccc(C)c21,9.0%,·,15.4%
COc1cccc(Cn2nnc3c(=O)[nH]c(C4CCCN(C(=O)c5ccccc5Cl)C4)nc32)c1 (stereo unspecified),0.0%&-2.5%,14.6%,-19.4%&-32.5%
CC(OC(=O)c1cc(S(=O)(=O)Nc2ccc(F)cc2)ccc1Cl)C(=O)Nc1ccc2c(c1)OCCO2 (stereo unspecified),8.2%,2.7%,-4.3%
COc1ccc(NC(=O)/C(=C\c2ccncc2)NC(=O)c2ccccc2)cc1,1.1%,21.3%,2.3%
CCOc1ccc(NC(=O)CN(C)C(=O)c2cc(C)oc2C)cc1OCC,7.7%,2.2%,-5.9%
COc1ccc(CC(NC(C)=O)C(=O)NC2CCN(S(=O)(=O)c3ccccc3)CC2)c(OC)c1 (stereo unspecified),19.8%,-2.6%,4.1%
CCOc1ccc(NC(=O)CN(C)C(=O)c2ccc(C)o2)cc1OCC,·,2.2%,5.4%
Cc1cc(C)c(NC(=O)CSc2nc3ccc(NC(=O)CSc4nnnn4-c4ccccc4)cc3s2)c(C)c1,2.6%,9.3%,-0.4%
CC(=O)Nc1c(S(=O)(=O)c2ccccc2)c2nc3ccccc3nc2n1Cc1ccccc1,2.1%,·,0.3%
O=C1CC/C=C\C[C@@H](CC(=O)N(CCO)Cc2ccccc2)C(=O)NC[C@@H](c2ccccc2)O1,0.2%,·,-11.9%
CC(=O)c1ccc(OCCCC(=O)NNC(=O)c2ccccn2)cc1,1.5%,·,5.7%
O=C(O)/C=C/c1cn(Cc2ccccc2)nc1-c1cccnc1,1.9%,-5.2%,-1.2%
CCSC1=NC2(CCN(C(=O)NC3CCCCC3)CC2)N=C1c1ccc(Cl)cc1,4.2%,·,5.4%
O=C(CSc1nnc(CNc2ccc(F)cc2)n1CC1CCCO1)Nc1ccccc1 (stereo unspecified),6.6%,4.7%,1.7%
Cc1cc2occ(CC(=O)O)c2cc1C,-2.0%,5.4%,-4.2%
Cc1ccccc1NC(=O)NCC1CCN(Cc2cccc(Cl)c2)CC1,·,-10.5%,-8.2%
O=C(Nc1cc(Cl)ccc1N1CCOCC1)C1=COCCO1,0.4%[0.505 µM],-0.9%,13.6%
C=CCN(c1ccc(Cl)cc1)S(=O)(=O)c1cccc(C(=O)OCC(=O)N(C)C)c1,1.8%,10.2%,8.0%
O=C(NCCCN1CCCC1=O)c1cccc(S(=O)(=O)N2CCCCC2)c1,1.3%,·,6.3%
Cc1cc2nc(-c3ccccc3)cc(=O)n2[nH]1,9.6%,5.1%,2.0%
C[C@H]1CN=C(Nc2ccccc2)N1CCCC1CCCCC1,·,-3.3%,-6.5%
Cc1c(CCO)c(=O)oc2n[nH]c(-c3ccccc3)c12,2.6%,-4.3%,-4.6%
CCOC(=O)c1nn(-c2ccc(C)cc2)c(=O)cc1OCC(=O)N1CCN(c2ccccc2)CC1,·,1.4%,3.3%
COc1cc(CN2CCN(C(=O)CC(C)C)CC2)cc(OC)c1O,·,-19.7%,-6.4%
COC(=O)N1[C@H](C)C=C[C@]1(Cc1ccccc1)C(=O)NCc1ccccn1,-8.7%,-0.4%,·
CCOC(=O)c1c(C)oc2c1cc(NS(=O)(=O)c1ccc(C(=O)O)cc1)c1ccccc12,10.8%,2.4%,?
COc1ccc(C)cc1NC(=O)c1ccc(NS(=O)(=O)c2cccc3cccnc23)cc1,4.8%,3.1%,-7.5%
CCCN1Cc2cccc(C(=O)Nc3ccccc3F)c2C1=O,5.8%,·,-11.4%
Cc1ccc(-c2[nH]nc3c2C(c2ccccc2OC(=O)N2CCOCC2)C(C#N)=C(N)O3)cc1 (stereo unspecified),2.9%,5.3%,13.5%
Cc1c(C(=O)N2CCCCCC2)c(S(=O)(=O)NCc2ccccc2Cl)c(C)n1C,3.7%,3.9%,-13.3%
CCn1cc(C(=O)N(C)Cc2ccccc2)c(=O)c2cc(S(=O)(=O)N3CCCCCC3)ccc21,2.3%,·,-7.6%
CC(NC(=O)CN1CCC(C(N)=O)CC1)c1ccccc1 (stereo unspecified),2.1%,-29.5%,-0.9%
CCN(CC)S(=O)(=O)c1ccc2c(c1)nc(CCC(=O)OCC(=O)N1CCc3ccccc31)n2C,-12.4%,7.4%,-7.1%
CCOc1ccc2nc(SCC(=O)NC3CCCCC3)[nH]c2c1,·,29.4%,11.8%
Cc1ccc(C(C)C)c(OCC(=O)Nc2cccc(-c3nc4ncccc4o3)c2)c1,-0.4%[12.3 µM],·,-22.0%
CC(=O)c1ccc(N2CCN(c3ncc(C(F)(F)F)cc3Cl)CC2)cc1,1.9%,·,-1.5%
CN(/N=C/c1cc([N+](=O)[O-])ccc1O)c1ccccc1,2.7%,-4.6%,8.7%
CC(=O)c1cccc(NC(=O)CN2C(=O)NC(C)(c3ccc4c(c3)OCCCO4)C2=O)c1 (stereo unspecified),1.4%,·,17.8%
O=C1CNC(=S)N1CCc1ccc(Cl)cc1,2.6%,-10.7%,-19.0%
